High-throughput results deposited in PubChem by several laboratories.
TWEAK Fn14 block = blocks TWEAK-Fn14 interaction in a reporter cell assay; TWEAK-stimulated Fn14 reporter cells, luciferase luminescence, 8 h; inhibition, % at 10 µM; 360,000 compounds, 2% hits; in the data active means inhibition above about 50%
CF NFkB inh = blocks PAF-induced NF-kB reporter in cystic fibrosis cells; inhibition, % at 5 µM; 360,000 compounds, 0.86% hits; KKLEB NF-kB-GFP reporter, GFP fluorescence overnight;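 active means at least 50% inhibition at 5 µM, scaled per plate between neutral and stimulator controls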;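 further: PAF is a Pseudomonas aeruginosa culture filtrate used as stimulus; plate controls were PAF-stimulated DMSO wells for no effect and unstimulated DMSO wells for full effect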
Peg3 promoter = reduces Peg3 promoter-driven luciferase expression in HeLa; HeLa PEG-Prom luciferase reporter, luminescence, overnight; inhibition, % at 20 µM; 360,000 compounds, 1.7% hits;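 active means inhibition of at least 50% at 20 µM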
NR2E3 ag-1 = agonists of human NR2E3 nuclear receptor; AID 602229; 360,000 compounds, 0.35% hits; Q9Y5X4; CHO-S Gal4-NCOR/VP16-NR2E3 two-hybrid, luciferase; inhibition of corepressor binding, % at 3.98 µM;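 active means inhibition above the mean of all tested compounds plus 3 SD, cut at about 70% in these data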;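 further: 0% = DMSO with NR2E3 transfected cells and 100% = cells lacking NR2E3 construct; higher means lower luciferase signal from less NR2E3 corepressor binding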
Target sequence (Q9Y5X4 whole entry, looked up, the tested form may be a part): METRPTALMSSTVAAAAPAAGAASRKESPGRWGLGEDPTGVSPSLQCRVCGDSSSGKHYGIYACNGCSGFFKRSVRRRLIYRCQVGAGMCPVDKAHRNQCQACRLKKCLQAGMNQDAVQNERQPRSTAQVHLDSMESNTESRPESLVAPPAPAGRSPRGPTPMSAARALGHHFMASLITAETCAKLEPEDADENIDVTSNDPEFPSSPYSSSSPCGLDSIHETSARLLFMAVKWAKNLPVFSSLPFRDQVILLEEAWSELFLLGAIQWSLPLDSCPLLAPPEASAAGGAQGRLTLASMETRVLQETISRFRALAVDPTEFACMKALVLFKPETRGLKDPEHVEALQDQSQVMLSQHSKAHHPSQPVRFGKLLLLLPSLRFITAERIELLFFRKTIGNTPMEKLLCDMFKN
aDG glyco act = increases alpha dystroglycan glycosylation | Pro5-aDG cells, alpha-DG glycosylation AlphaScreen (IIH6); 0% Pro5, 100% B10-LARGE cell signal | 360,000 compounds, 0.22% hits | activation, % at 10 µM | AID 624168;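 active means activation of at least 8% versus controls, or a plate z-score of at least 8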;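 further: Pro5 are CHO cells carrying HIG-tagged alpha-DG that lacks glycosylation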
KKLEB tox = counter-screen for CF NF-kB inhibitors: cytotoxicity. KKLEB CF airway cells viability, ATPlite luminescence, overnight; active compounds read low; cells stimulated with P. aeruginosa culture filtrate. 360,000 compounds, 0.36% hits. AID 602141. activity change (cytotoxicity), % at 5 µM;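 active means corrected activity change at or below -50% at 5 µM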
NR2E3 ag-2 = agonists of human nuclear receptor NR2E3; Q9Y5X4; GST-NR2E3/biotin-RetCOR TR-FRET, 1536-well; inhibition of corepressor binding, % at 4.78 µM; 320,000 compounds, 0.12% hits; AID 2300;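 active means percent inhibition above the cutoff of mean plus 3 SD of all tested compounds, set per screening campaign, cut at about 20% in these data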;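 further: 0% = DMSO wells and 100% = biotin wells as full block of FRET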
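Test system: GST-NR2E3 and biotin-RetCOR proteins | Quantity: 1.35 nM GST-tagged NR2E3 final | Medium: Tris pH 7.5 | Also added: 7 nM biotin-RetCOR | Dosing: Compound at 4.8 µM, single dose | Timing: 5 h at 4 °C | Detection: Time-resolved FRET | Read-out basis: Percent inhibition | Benchmarks: Biotin wells as high control, 0.6% DMSO wells as low control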
iPSC survival up = enhancers of human iPSC single-cell survival; hiPSC single-cell survival, ATPlite luminescence; 100% = ROCK inhibitor wells, 0% = DMSO; survival enhancement, % at 20 µM; 360,000 compounds, 0.044% hits; AID 602274; in the data active means survival enhancement above about 18%;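 further: cells exposed to compounds for 16 hours before the ATP read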
HIF-2a block = blocks HIF-2a reporter activity; 786-0 RCC cells HIF-2a reporter, luciferase luminescence, overnight; inhibition, % at 18.8 µM; 360,000 compounds, 0.72% hits; AID 624352;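 active means inhibition of the luminescence signal of 40% or more relative to plate controls, in a single-dose primary screen at 18.75 µM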
Shn3 3UTR inh = reduces Shn3 3'UTR luciferase signal in osteoblasts; Clone20 osteoblast Shn3 3'UTR firefly luciferase, 24 h; inhibition, % at 12.5 µM; AID 588674; 360,000 compounds, 0.52% hits;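 active means mean inhibition of at least 75% with every replicate also reaching 75%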;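 further: 0% = median of neutral control wells and 100% = pilot-screen positive control compound; some compounds past the cut are filed as inactive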
TRPM1 prom inh = reduces MITF-dependent TRPM1 promoter luciferase signal; SK-MEL-5 TRPM1 promoter luciferase, 24 h; inhibition, % at 12.5 µM; 330,000 compounds, 0.83% hits;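 active means mean inhibition across replicates of 60% or more, whatever share of single replicates reaches that level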; further: values of inactives mirror those of a sister screen read the other way
* marks the source's active call; other numbers are inactive results; nt = not tested or not shown. Hits appear at their usual frequency; 4.4% or so of the library scored in one or more.

The opening 13 compounds, to show the layout:
SMILES	TWEAK Fn14 block	CF NFkB inh	Peg3 promoter	NR2E3 ag-1	aDG glyco act	KKLEB tox	NR2E3 ag-2	iPSC survival up	HIF-2a block	Shn3 3UTR inh	TRPM1 prom inh
Cc1ccc(SCC(=O)N2CCN(c3ccccn3)CC2)cc1	-12	5	-54	-27	0.1	-6	-2	0.6	-129	-39	-13
Cc1cc(C)c(NC(=O)c2cccs2)c(C)c1NC(=O)c1cccs1	19	-6	23	18	0.0	-1	-1	-0.4	7	22	-9
CCN(CCO)C(=S)Nc1cc(S(=O)(=O)N(C)C)ccc1C	0	3	9	-7	-0.3	4	-1	0.0	9	13	10
Cc1ccc(-c2ccc(/C=N\n3cnnc3)o2)c(Br)c1	-17	1	1	4	0.3	4	-3	-0.2	-18	2	-10
O=C(NCn1ccc(=O)[nH]c1=S)c1ccccc1	10	7	3	-23	-0.1	3	-3	-2.7	12	6	-7
Cc1nc(-c2ccccc2)nc2[nH]c(=O)n(-c3ccccc3)c(=O)c12	13	-24	-139	-49	0.2	17	-2	-1.3	-266	-35	-34
O=C(Cc1ccccc1)Nc1ccc(N2CCCCC2)cc1	-14	-8	-268	-86	-0.2	9	1	-2.3	-160	-72	-64
O=C(c1cc([N+](=O)[O-])ccc1Cl)N1c2ccccc2Sc2ccccc21	12	24	25	3	0.2	-11	-3	-1.0	17	18	14
O=C(COC(=O)Cn1nnc2ccccc21)Nc1ccccc1Br	0	5	6	11	-0.2	-2	0	0.0	13	11	-11
Cc1cc(NC(=O)CCCN2C(=O)/C(=C/c3cccs3)SC2=S)no1	-39	18	38	-14	0.1	-14	2	-0.6	22	-2	11
O=C1Nc2ccccc2C1(c1ccccc1)c1ccccc1	-5	30	34	-26	0.0	-35	-3	1.9	34	16	6
O=C(NS(=O)(=O)N1CCCC1)C1=C(N2CCCC2)COC1=O	17	8	15	-54	0.2	6	3	-1.1	-12	16	-3
CC1NC(=O)c2cc3ccccc3cc2-n2c1nc1ccccc1c2=O (centres undefined)	-3	-4	6	-12	-0.3	7	nt	0.1	22	-15	nt

Results, from the first entry:
SMILES	TWEAK Fn14 block	CF NFkB inh	Peg3 promoter	NR2E3 ag-1	aDG glyco act	KKLEB tox	NR2E3 ag-2	iPSC survival up	HIF-2a block	Shn3 3UTR inh	TRPM1 prom inh
Cc1ccc(SCC(=O)N2CCN(c3ccccn3)CC2)cc1	-12	5	-54	-27	0.1	-6	-2	0.6	-129	-39	-13
Cc1cc(C)c(NC(=O)c2cccs2)c(C)c1NC(=O)c1cccs1	19	-6	23	18	0.0	-1	-1	-0.4	7	22	-9
CCN(CCO)C(=S)Nc1cc(S(=O)(=O)N(C)C)ccc1C	0	3	9	-7	-0.3	4	-1	0.0	9	13	10
Cc1ccc(-c2ccc(/C=N\n3cnnc3)o2)c(Br)c1	-17	1	1	4	0.3	4	-3	-0.2	-18	2	-10
O=C(NCn1ccc(=O)[nH]c1=S)c1ccccc1	10	7	3	-23	-0.1	3	-3	-2.7	12	6	-7
Cc1nc(-c2ccccc2)nc2[nH]c(=O)n(-c3ccccc3)c(=O)c12	13	-24	-139	-49	0.2	17	-2	-1.3	-266	-35	-34
O=C(Cc1ccccc1)Nc1ccc(N2CCCCC2)cc1	-14	-8	-268	-86	-0.2	9	1	-2.3	-160	-72	-64
O=C(c1cc([N+](=O)[O-])ccc1Cl)N1c2ccccc2Sc2ccccc21	12	24	25	3	0.2	-11	-3	-1.0	17	18	14
O=C(COC(=O)Cn1nnc2ccccc21)Nc1ccccc1Br	0	5	6	11	-0.2	-2	0	0.0	13	11	-11
Cc1cc(NC(=O)CCCN2C(=O)/C(=C/c3cccs3)SC2=S)no1	-39	18	38	-14	0.1	-14	2	-0.6	22	-2	11
O=C1Nc2ccccc2C1(c1ccccc1)c1ccccc1	-5	30	34	-26	0.0	-35	-3	1.9	34	16	6
O=C(NS(=O)(=O)N1CCCC1)C1=C(N2CCCC2)COC1=O	17	8	15	-54	0.2	6	3	-1.1	-12	16	-3
CC1NC(=O)c2cc3ccccc3cc2-n2c1nc1ccccc1c2=O (centres undefined)	-3	-4	6	-12	-0.3	7	nt	0.1	22	-15	nt
COc1ccc(CN2CCN(Cc3ccc(Br)cc3)CC2)c(OC)c1OC	18	-5	3	2	0.4	1	-2	-0.7	11	28	14
COc1ccccc1CN1CCCC(CN(CCN(C)C)C(=O)C2CCCC2)C1 (centres undefined)	-11	-12	4	26	-0.1	-1	0	-0.3	20	7	-2
CN(C)S(=O)(=O)Nc1ccc(Cc2ccncc2)cc1	3	13	6	2	0.0	-2	nt	2.9	8	3	nt
COc1ccc(OC)c(NC(=O)c2cccc(N3C(=O)C4C5CCC(C5)C4C3=O)c2)c1 (centres undefined)	12	2	19	39	1.3	0	4	0.0	4	38	13
Cc1coc2cc3oc(=O)c(CCC(=O)O)c(C)c3cc12	8	1	21	-20	-0.1	3	0	-0.6	17	-12	-2
CCc1cccc(NC(=O)COC(=O)C2COc3ccccc3O2)c1 (centres undefined)	7	-43	-9	11	-0.2	14	nt	-4.0	14	0	nt
Cc1ccc(NC(=O)COC(=O)CCC(=O)c2cccs2)c(Br)c1	-8	0	-10	13	-0.1	-2	2	1.8	5	-47	-8
O=C(COCCOCC(=O)N(c1ccccn1)C1CCCCC1)N(c1ccccn1)C1CCCCC1	2	-1	10	10	0.3	-2	-2	-1.6	14	14	1
O=C(Nc1nnc(CCS(=O)(=O)c2ccc(Br)cc2)s1)c1ccc([N+](=O)[O-])cc1	51*	5	5	-10	-0.3	-12	5	1.5	-4	-1	-8
COc1cc(NC(=O)Cn2cnc3sc(C)c(S(=O)(=O)N4CCOCC4)c3c2=O)cc(OC)c1OC	12	3	5	-31	-0.1	-9	-2	-0.3	-2	-13	2
CCOc1ccccc1CN1CCN(Cc2ccon2)CC1CCO (centres undefined)	-10	-4	3	2	0.0	3	-1	-0.5	16	-9	2
Cc1ccc(C(=O)C2CCOC(C)(C)C2)cc1 (centres undefined)	3	-14	15	-16	0.3	15	0	1.6	3	8	-8
Cc1cc(C)c(NC(=O)C2C3/C=C\CCCCC32)c(C)c1 (centres undefined)	-25	-1	-50	-13	0.4	6	2	0.1	-11	-18	-36
O=C(O)c1cccc(S(=O)(=O)N2CCCC(c3nc4c(nnn4Cc4ccc(F)cc4)c(=O)[nH]3)C2)c1 (centres undefined)	0	-4	4	-8	-0.2	-4	1	0.3	3	7	4
O=C1CCC/C1=C/Nc1ccc2c(c1)OCO2	-13	-9	-58	-28	-0.3	2	0	-0.7	-49	6	-24
O=C(Oc1ccc(=O)n(-c2ccccc2)n1)c1ccccc1	-1	-4	9	-9	0.0	1	-1	0.7	11	0	7
O=C(CCc1nc(-c2ccccc2Cl)no1)NCCc1ccccc1	0	-13	16	-30	0.1	7	-2	-0.6	-3	2	-3
CC1=CC(C)(C)N(C(=O)CSc2nnc(N)s2)c2ccccc21	4	6	-2	18	0.1	0	0	-1.1	11	-7	4
CSCCCNC(=S)N(C)CC(=O)Nc1ccc(C)cc1	-9	15	-2	-4	0.1	-14	-1	0.4	17	1	4
COc1ccc(S(=O)(=O)N2CCCC(C(=O)Nc3ccc4c(c3)OCCO4)C2)cc1 (centres undefined)	34	2	-6	-17	0.2	8	1	0.9	-16	3	17
COC(=O)c1sccc1-c1ccc(C(=O)Nc2cccnc2)o1	7	-55	-314	-20	0.6	19	-2	-3.4	-200	-89	-94
COc1ccc(N(CC(=O)NC2CCCC2)C(=O)CCC(=O)Nc2cc(C)on2)cc1	0	17	-3	11	0.1	4	0	-0.7	-5	24	3
Cc1nn(CCOc2ccccc2)c(=O)n1-c1ccc(Cl)cc1	-9	6	-31	-40	0.2	4	-2	-0.4	-132	-47	-13
CCCCc1nc2cc(C(=O)N(C)CCc3cn[nH]c3)ccc2o1	-33	5	-125	-28	-0.2	-3	-5	0.5	-134	-30	-38
COc1ccc(NC(=O)N2CCCC2C(=O)NCc2ccc(F)cc2)cc1 (centres undefined)	1	7	0	-18	0.0	-3	1	-0.9	-1	-7	-9
CCN(CC(=O)NCc1cccs1)C(=O)c1cccc(S(=O)(=O)N(CC)c2ccccc2)c1	0	-9	19	-9	0.1	1	nt	1.8	20	20	nt
CC1CCC2(CC1)SCC(=O)N2c1ccc(F)cc1 (centres undefined)	11	3	20	-4	-0.1	2	2	-0.8	14	2	-1
COc1cccc(NS(=O)(=O)c2ccc3c(c2)N(C(C)=O)CCO3)c1	3	10	4	-2	0.1	3	-4	-0.2	5	31	4
COc1cc2[nH]c(=S)n(Cc3ccc(C)o3)c(=O)c2cc1OC	-3	-23	-9	5	-0.4	15	23*	-0.6	7	13	5
CC[C@@H]1CC2=C(C(=O)OC(C)(C)O2)[C@H](c2ccc(F)cc2)O1	1	4	12	-14	-0.2	-11	nt	1.7	6	2	nt
CCCCCc1ccc(-c2ccc(/C=C/C(=O)O)cc2)nc1	60*	14	2	-108	0.6	-2	0	-1.7	74*	21	10
NS(=O)(=O)c1cccc(NC(=O)COC(=O)c2ccccc2C(=O)c2ccccc2)c1	-4	3	3	-3	0.5	6	4	-1.6	14	-6	5
Cc1c(Cl)cccc1NC(=S)Nn1cnnc1	15	-10	-1	-4	0.0	-2	-1	-0.2	6	7	11
CC1=C(C(=O)OCCC#N)C(c2cc3c(cc2Br)OCO3)NC(=O)N1 (centres undefined)	7	15	4	1	-0.2	-12	1	-0.3	20	0	1
O=C1NC(=S)N/C1=C/c1ccc2c(c1)OCO2	54*	78*	72*	-20	0.0	-22	-3	-0.8	20	-6	59
CC(=O)N1CCSc2ccc(S(=O)(=O)Nc3ccc(C)cc3)cc21	0	8	22	26	0.3	13	-1	-0.1	2	18	7
Cc1sc2ncn(/N=C/c3ccco3)c(=O)c2c1C	-28	12	-152	5	-0.1	-7	0	-0.5	-186	-27	-18
Cc1ccc(NC(=O)C2C3/C=C\CCCCC32)cc1 (centres undefined)	-17	-5	-125	-66	0.1	4	-2	-0.7	-101	-28	-87
CCn1cc(C(=O)O)c(=O)c2cc(S(=O)(=O)N3CCCCCC3)ccc21	3	5	12	15	-0.1	-1	1	-0.1	13	-30	3

Entries of single compounds from above. Order of values: TWEAK Fn14 block, CF NFkB inh, Peg3 promoter, NR2E3 ag-1, aDG glyco act, KKLEB tox, NR2E3 ag-2, iPSC survival up, HIF-2a block, Shn3 3UTR inh, TRPM1 prom inh
`COc1cc2[nH]c(=S)n(Cc3ccc(C)o3)c(=O)c2cc1OC` as listed: -3, -23, -9, 5, -0.4, 15, 23*, -0.6, 7, 13, 5
`CC(=O)N1CCSc2ccc(S(=O)(=O)Nc3ccc(C)cc3)cc21` as listed: 0, 8, 22, 26, 0.3, 13, -1, -0.1, 2, 18, 7
